MgcRacGAP inhibition – MgcRacGAP GTPase-activating activity inhibitors, confirmation, biochemical, ADP Hunter fluorescence; one-dose inhibition, % at 30 µM; IC50 in µM for titrated hits; MgcRacGAP-stimulated Rac1 GTP hydrolysis, ADP Hunter fluorescence; higher % means a stronger effect; GST-tagged Rac1 F28L mutant substrate; Rac GTPase-activating protein 1 (Homo sapiens); hit rate 0.6% among 340,000;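 active = first-screen hits whose inhibition reached a set limit at any dose in the follow-up dose series; inconclusive = inhibition above the set first-screen limit but never retested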;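 also: fluorescence reports GDP produced by GAP-driven GTP hydrolysis; strong numbers were not always called active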
HIV peptide binding – inhibitors of HIV fusion peptide binding, primary screen, biochemical, uHTS, fluorescence dequenching (AID 1986). hit rate 0.3% among 290,000. one-dose inhibition, % at 20 µM; IC50 in µM for titrated hits. cell-free peptide binding, fluorescence dequenching, 30 min; higher % means a stronger effect; in the data active = inhibition mostly above about 52%, no sharp cut-off; inactive = mostly below about 76%; also: some results filed as inactive read as strong as hits
RSV CPE inhibition – RSV antiviral activity via CPE protection, HEp-2 cells, primary 10 µM value included (AID 2391); HEp-2 cells, RSV-induced CPE inhibition; higher % means a stronger effect; CPE inhibition, % at 10 µM; hits with a dose series show IC50 in µM; hit rate 0.13% among 310,000; in the data active = a potency from the dose series; inconclusive = CPE inhibition mostly from about 23% at the one dose, without a potency; inactive = the rest, 99 in 100 with CPE inhibition below about 21%; also: strong numbers were not always called active
NS5 inhibitors – Dengue-2 NS5 methyltransferase inhibitors, primary screen, biochemical, confirmation dose response (AID 588689); Genome polyprotein (Dengue virus type 2 (strain 16681-PDK53)); Dengue-2 NS5 methyltransferase capping enzyme assay, biochemical; higher % means a stronger effect; inhibition, % at 25 µM, or IC50 in µM where a hit was titrated; hit rate 0.3% among 340,000; in the data active = a potency from the dose series; inconclusive = inhibition above about 29% without an active follow-up result
GPR35 antagonists – GPR35 antagonists blocking zaprinast-driven arrestin recruitment, primary screen, imaging, U2OS, beta-arrestin-GFP, zaprinast agonist (AID 2058); G-protein coupled receptor 35 (Homo sapiens); U2OS GPR35 beta-arrestin-GFP translocation imaging, zaprinast antagonism; higher % means a stronger effect; inhibition, % at 10 µM, or IC50 in µM where a hit was titrated; hit rate 0.052% among 290,000;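 active = inhibition of at least 50% with at least 30 cells and total cytoplasm GFP at most 10,000,000; inconclusive = under 30 cells or total GFP of 10,000,000 plus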
Large T inhibition – SV40 large T antigen inhibitors, biochemical (AID 1903); SV40 large T antigen ATPase/helicase inhibition assay; higher % means a stronger effect; one-dose inhibition, % at 20 µM; IC50 in µM for titrated hits; hit rate 0.39% among 310,000; in the data active = a potency from the dose series; inconclusive = inhibition mostly from about 32% at the one dose, without a potency; inactive = the rest, 99 in 100 with inhibition below about 32%; also: strong numbers were not always called active
PhoP inhibition – inhibitors of PhoP regulon expression, primary screen, Salmonella Typhimurium, GFP reporter (AID 1863). inhibition, % at 50 µM; hits with a dose series show IC50 in µM. hit rate 0.16% among 300,000. S. Typhimurium PhoP-regulated promoter GFP reporter, 4 h; higher % means a stronger effect;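 active = inhibition over 29.93%, a cutoff 3 SD above the screen mean, later confirmed by dose response; inconclusive = inhibition over 29.93% but no dose response follow-up; inactive = inhibition at most 29.93% or unconfirmed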;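 also: 0% = low Mg2+ inducing control and 100% = high Mg2+ repressing control; strong numbers were not always called active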
GPR55 antagonists – GPR55 antagonists blocking LPI-driven arrestin recruitment, primary screen, imaging, U2OS, beta-arrestin-GFP, LPI agonist (AID 2013). G-protein coupled receptor 55 (Homo sapiens). U2OS GPR55 beta-arrestin-GFP translocation imaging, LPI antagonism; higher % means a stronger effect. inhibition, % at 10 µM; hits with a dose series show IC50 in µM. hit rate 0.13% among 290,000;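 active = spots per cell inhibited over 60%, with over 100 cells counted and total cytoplasm intensity under 500,000; inconclusive = wells with under 100 cells, flagged as likely toxic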;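 also: U2OS cells stably carrying GPR55 and arrestin-GFP stimulated by 5 µM LPI near EC80; imaged beta-arrestin-GFP aggregate spots per cell after agonist stimulation; plate controls were LPI-stimulated DMSO wells for no effect and DMSO wells without LPI for full effect; some results filed as inactive read as strong as hits; confirmed hits need IC50 under 10 µM and bright autofluorescent wells are also inconclusive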
UTI89 phage lysis – inhibition of K1F phage lysis, E. coli UTI89, bacterial capsule biogenesis inhibitors, alamar blue (AID 488966); E. coli UTI89 K1F phage lysis, alamar blue, 2 h; higher % means a stronger effect; inhibition, % at 100 µM; hits with a dose series show IC50 in µM; hit rate 0.02% among 340,000;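 active = phage lysis inhibition, versus mean bacterial control, above a set limit; inconclusive = no clear call, values can overlap the other calls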;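 also: capsule biogenesis inhibitors block K1F phage lysis so surviving cells raise fluorescence; higher fluorescence means more inhibition of phage lysis; actives were called in the ten point dose series up to 300 µM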
NS5 inhibitors pilot replicate – further read-out of NS5 inhibitors, marked with its call; inhibition, %; measured here: pilot screen replicate inhibition
* hit, by the source's call; ? = inconclusive; . = no result given; [ ] = another dose, or the depositor's remark. This is a random part of the collection; about 1.5% have a hit in one of these screens.

SMILES	MgcRacGAP inhibition	HIV peptide binding	RSV CPE inhibition	NS5 inhibitors	GPR35 antagonists	Large T inhibition	PhoP inhibition	GPR55 antagonists	UTI89 phage lysis	others
CS(=O)(=O)N1CCC(C(=O)NCc2ccc(Cl)cc2Cl)CC1	2%	3.2%	-1.5%	-7%	-10%	8%	1%	5%	2.0%
CCCC(=O)Nc1ccc2c(c1)nc(CN1CCN(C(=O)OCC)CC1)n2C	4%	1.0%	-1.3%	-4%	1%	10%	10%	2%	0.3%
Cc1cc(C)n2nc(CNS(=O)(=O)c3ccc(CC(C)C)cc3)nc2n1	3%	1.0%	5.8%	-7%	-3%	6%	.	-7%	0.2%
Cc1cc(NC(=O)CSc2nc3c(C)ccc(C)c3cc2C#N)no1	-1%	2.1%	0.6%	-1%	-6%	7%	-3%	17%	0.0%
CC(NC(=O)COc1ccccc1)C1COc2ccccc2O1 (centres undefined)	10%	.	0.9%	-1%	.	.	.	.	0.2%
CCOC(=O)c1c(C)[nH]c2c1-c1ccccc1C(=O)C2=O	4%	-0.7%	.	1%	-8%	-6%	6%	0%	1.2%
COc1cccc(NC(=O)CN(C)C(=O)c2ccc(-c3ccccc3Cl)o2)c1	5%	0.1%	4.4%	0%	0%	6%	0%	1%	-0.3%
CCOCCCNc1ncnc2c1[nH]c1ccccc12	17%	-0.2%	3.6%	2%	-12%	17%	27%	1%	0.2%
Cc1ccccc1NC(=O)/C=C1\SC(=O)NC1=O	10%	3.1%	-0.1%	9%	-4%	3%	-11%	-4%	5.1%
Cc1cccc(NC(=O)c2cccc3c2C(=O)c2ccccc2-3)c1	2%	-3.9%	0.1%	-1%	-4%	2%	-1%	-19%	0.8%	NS5 inhibitors pilot replicate=1.7
O=C(CSC1=Nc2ccccc2C2=NC(CC(=O)NC3CCCCC3)C(=O)N12)NCc1ccco1 (centres undefined)	5%	-0.1%	1.3%	12%	-8%	-14%	23%	-13%	2.2%
COCCNC(=O)c1cc2sc3ccccc3c2s1	10%	0.2%	3.5%	-2%	3%	11%	9%	-9%	0.2%
CC(C)(C)c1ccc(NC(=O)N2CCN(c3ccc([N+](=O)[O-])cn3)CC2)cc1	14%	-2.5%	.	5%	-19%	8%	-2%	3%	0.2%
Cc1c(Cl)cccc1NC(=O)[C@@]1(CC(=O)O)CC(/C=C/c2ccccc2)=NO1	2%	1.7%	1.4%	1%	3%	17%	-5%	5%	-0.2%
CCOC(=O)C1CCCN(CC(=O)Nc2nccs2)C1 (centres undefined)	14%	0.2%	0.3%	.	22%	22%	7%	10%	0.6%
CCOC(=O)c1cnc(SC)nc1Nc1cccc(F)c1	7%	3.1%	-0.6%	-10%	7%	7%	19%	-5%	-0.5%
Cc1ccccc1NC(=S)N(CCCN1CCOCC1)Cc1ccccn1	6%	3.1%	0.4%	0%	-7%	7%	31%	5%	1.8%
Cc1cc(C)cc(NC(=O)CSc2ncc(S(=O)(=O)c3ccccc3)c(=O)[nH]2)c1	.	56%	1.3%	.	.	15%	-16%	10%	.
CCOC(=O)CSc1nnc(-c2ccccc2OC)o1	1%	-2.3%	0.8%	-7%	5%	4%	5%	12%	0.7%
CC1(CCc2ccccc2)NC(=O)N(CC(=O)Nc2ccc(S(N)(=O)=O)cc2)C1=O (centres undefined)	1%	-2.1%	1.0%	-4%	-12%	12%	-9%	2%	-0.3%
CC(=O)Nc1c2c(nn1-c1ccc(C)cc1)CSC2	-12%	5.2%	0.5%	6%	7%	5%	-7%	4%	-0.3%
Cn1cnnc1SCc1nc(N)nc(Nc2ccccc2)n1	9%	0.5%	-0.1%	-7%	10%	-1%	13%	-3%	0.3%
COc1ccc(-c2oc(NC(C)=O)c(C#N)c2-c2ccc(OC)cc2)cc1	8%	3.6%	5.7%	-1%	3%	19%	0%	5%	0.4%
Cc1cc(C)n(-c2ccc(Oc3ccccc3)c(S(=O)(=O)O)c2)n1	1%	2.5%	1.5%	-1%	-15%	15%	5%	7%	0.9%
COc1ccc(C(=O)Nc2ccncc2)c(OC)c1	13%	0.4%	13%	-5%	-1%	.	.	16%	0.2%
CCNC(=O)NC(=O)C(C)OC(=O)CCCSc1nc2ccccc2s1 (centres undefined)	7%	-0.6%	2.4%	-4%	-16%	7%	-10%	10%	?
N#Cc1sc2nc3c(cc2c1N)CCCC3	5%	-0.6%	8.7%	-5%	0%	8%	3%	-14%	0.8%
CCOC(=O)c1cn(CC)c2cc(N3CCN(C)CC3)c(F)cc2c1=O	8%	0.7%	-0.5%	-5%	-12%	4%	1%	-7%	1.3%
N#CCn1c2ccccc2c2nc3ccccc3nc21	2%	-2.3%	-1.6%	-2%	5%	19%	-9%	11%	2.3%
CC1CCC(NC(=O)COC(=O)c2cccnc2Cl)CC1 (centres undefined)	4%	.	1.3%	1%	.	.	.	.	1.2%[50 µM]
COc1ccc(NC(=O)CCc2nnc3ccc(NCc4ccco4)nn23)cc1OC	3%	-0.2%	1.6%	34%	12%	12%	-6%	2%	0.1%
COc1cccc(OC)c1C(=O)Nc1cccnc1	3%	0.9%	1.0%	-14%	2%	11%	2%	3%	-0.2%
Cc1cccc(C(=O)NCC(=O)OCC(=O)N2CCc3ccccc32)c1	7%	1.4%	10%	-10%	-14%	2%	0%	-12%	0.4%
C=CCNC(=S)NNC(=O)c1ccc(=O)n(Cc2ccccc2)c1	.	-1.0%	-0.2%	.	0%	13%	0%	-2%	.
CC(C)Cn1c2c(c(=O)[nH]c1=O)C(C(F)(F)F)(C(F)(F)F)N=C(CCC1CCCCC1)N2	7%	-0.1%	0.9%	-1%	-13%	10%	-4%	7%	1.1%[50 µM]
Cc1cc(NC(=O)COC(=O)c2ccc(S(=O)(=O)N3CCCC3)cc2)no1	5%	-0.8%	-0.7%	-3%	-9%	6%	5%	13%	0.0%
C=CCn1c(SCC#N)nc2sc(CC)cc2c1=O	5%	-1.4%	7.9%	-10%	10%	5%	-7%	7%	0.5%
O=C(Cc1ccc2c(c1)OCCO2)Nc1cccc(S(=O)(=O)N2CCOCC2)c1	1%	.	1.8%	-1%	.	.	.	.	0.2%[50 µM]
CN1c2ccc([N+](=O)[O-])cc2N(C)C1(C)c1ccccc1 (centres undefined)	17%	-4.5%	5.8%	-21%	5%	10%	-2%	4%	0.7%
Cn1cc(C(=O)c2ccccc2)cc1-c1nc2ccccc2n1C	12%	1.1%	19%	2%	4%	1%	1%	-5%	2.1%
COc1ccc(N2CCN(C(=O)c3ccccc3Br)CC2)c([N+](=O)[O-])c1	9%	-3.3%	6.3%	2%	2%	10%	-6%	17%	0.2%
O=C(O)c1ccc(/C=C(\c2nc3ccccc3[nH]2)c2nc3ccccc3s2)cc1	12%	6.5%	?	3%	3%	9%	-1%	7%	-0.1%
C[C@@H]1C=CC(=O)O[C@@H]1c1ccc(Cl)cc1	.	-0.7%	-1.8%	.	-8%	21%	.	-5%	.
CCCCn1c(=O)[nH]c(=O)c2c1nc(-c1ccc(OCC)cc1)n2CC	7%	14%	3.2%	-5%	2%	9%	-12%	12%	0.8%
Cc1ccc(CNS(=O)(=O)c2ccc(C(F)(F)F)cc2)n1C	.	1.7%	-0.8%	.	-10%	7%	-5%	13%	.
NS(=O)(=O)c1ccc(CNC(=O)Cc2ccccc2[N+](=O)[O-])cc1	12%	0.0%	0.3%	-8%	4%	-1%	2%	8%	0.5%
N#Cc1nc(Cc2ccccc2)oc1NCCc1ccccc1	11%	0.1%	26%	-5%	-5%	0%	2%	0%	0.3%
Cc1cc(C)c(NC(=O)CSc2nnc(CNC(=O)c3ccccc3F)o2)c(C)c1	0%	-0.8%	0.6%	-1%	14%	7%	6%	8%	0.1%
CCNC(=O)NS(=O)(=O)c1cnccc1Nc1cccc(Cl)c1	6%	3.1%	0.8%	-6%	-3%	16%	5%	1%	1.4%
CN(CCc1cn[nH]c1)C(=O)C1CCC(=O)N(CC2CCCCC2)C1 (centres undefined)	7%	0.9%	.	-5%	8%	.	.	-4%	0.1%
CCOC(=O)c1c(C(F)(F)F)cc(-c2ccc(F)cc2)nc1C	-5%	-0.9%	2.3%	-7%	0%	9%	-2%	12%	-1.5%
CCCCN(C(=O)c1cc(-c2ccco2)nc2ccccc12)c1c(N)n(CCC)c(=O)[nH]c1=O	7%	.	0.1%	-6%	.	.	.	.	-0.4%[50 µM]
COc1ccc(NC2c3ccccc3C(=O)N2c2cccnc2)cc1Cl (centres undefined)	3%	-0.3%	1.6%	-4%	-4%	3%	-5%	8%	2.0%
CS(=O)(=O)c1nc(-c2ccccc2)c(-c2ccccc2)[nH]1	8%	-1.5%	2.8%	-6%	3%	9%	2%	-13%	1.3%
Cc1c(NC(=O)OC(C)C)sc(=S)n1C	6%	2.1%	-0.2%	-3%	-8%	22%	7%	0%	-0.2%
CCOc1ccc(-c2c(=O)n(OCc3ccc([N+](=O)[O-])cc3)c3ccccc3[n+]2[O-])cc1	.	0.8%	2.8%	.	6%	5%	-2%	-4%	.
CC1CCN(CCCOc2ccc(Br)cc2Cl)CC1	18%	1.1%	-1.7%	2%	-10%	-1%	6%	12%	0.2%
Cc1ccc(NC(=O)CSc2nccn(-c3ccc4c(c3)OCCO4)c2=O)cc1	15%	.	9.8%	7%	.	27%	9%	.	0.0%[50 µM]
CCn1c(=O)cc(OCC(=O)NCc2ccc(C)o2)c2ccccc21	7%	4.0%	2.0%	0%	16%	1%	9%	-9%	-0.1%
Cc1ccc(NS(=O)(=O)c2ccc(N/N=C/c3ccccc3OCC(=O)O)c([N+](=O)[O-])c2)c(C)c1	9%	14µM*	-0.3%	44µM*	4%	15%	-2%	-2%	-0.4%
CCn1c(-c2ccc(F)cc2)cnc1SCC(=O)N1CCc2ccccc21	.	-4.2%	-1.3%	.	-9%	1%	-5%	-4%	.

Screening data from PubChem BioAssay.
